Compound activity from PubChem.
Gli-Sufu antag = Gli-Sufu pathway antagonists, primary screen, luciferase luminescence, Sufu-KO-LIGHT cells, uHTS; Sufu-KO-LIGHT fibroblasts, Gli luciferase reporter luminescence; inhibition, % at 5 µM; 340,000 tested, 0.74% active;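 active = inhibition above about 55%, limit read from the data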;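 also: 0% = DMSO-treated cells and 100% = wells with medium but no cells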
UBC13 inh = UBC13 polyubiquitin chain formation inhibitors, primary screen, biochemical, TR-FRET, uHTS. Ubiquitin-conjugating enzyme E2 N (Homo sapiens), P61088. inhibition, % at 20 µM. 330,000 tested, 0.47% active. AID 485273, 2010; in the data active = inhibition above about 45%, passing the limit was not always enough
APJ agonist = agonists of human apelin receptor APJ, primary screen, CHO-K1 cells, PathHunter beta-arrestin, luminescence | AID 2520, 2010 | P35414 | 330,000 tested, 0.11% active | activation, % at 20 µM | 0% DMSO wells, 100% apelin;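 active = activation more than six SD over the plate average, tested at 20 µM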;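 also: 0% = DMSO alone and 100% = apelin-13 at 10 nM; some results filed as inactive read as strong as hits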
Target sequence (P35414 whole entry, looked up): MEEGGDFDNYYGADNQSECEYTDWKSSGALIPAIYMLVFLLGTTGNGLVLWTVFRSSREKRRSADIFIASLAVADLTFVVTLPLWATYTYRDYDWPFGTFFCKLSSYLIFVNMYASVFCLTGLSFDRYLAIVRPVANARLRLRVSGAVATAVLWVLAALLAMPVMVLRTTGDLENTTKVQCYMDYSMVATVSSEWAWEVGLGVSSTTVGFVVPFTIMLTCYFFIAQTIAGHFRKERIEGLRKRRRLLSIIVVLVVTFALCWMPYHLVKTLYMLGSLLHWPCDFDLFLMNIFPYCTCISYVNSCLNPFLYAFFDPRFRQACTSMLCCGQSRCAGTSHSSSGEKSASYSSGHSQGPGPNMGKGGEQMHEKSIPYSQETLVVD
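Assay system: CHO-K1 APJ beta-arrestin complementation cell line / Compound: single test compound dose, 20 µM final, 1% DMSO / Times: overnight seeding, 90 min compound at 25 °C, 1 h detection / Technique: beta-gal luminescence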
ATG4B inhibitor = ATG4B protease inhibitors, primary screen, biochemical, fluorescence, uHTS; ATG4B cleavage of LC3-PLA2, NBD-HPC fluorescence, 1 h; inhibition, % at 8.33 µM; Cysteine protease ATG4B (Homo sapiens), Q9Y4P1; 340,000 tested, 0.51% active; in the data active = inhibition above about 40%
EBI2 antag = EBI2 receptor antagonists, beta-arrestin recruitment, primary screen, cell-based, luminescence, 7a,25-OHC stimulation, uHTS | G-protein coupled receptor 183 (Homo sapiens), P32249 | 7a,25-OHC stimulated | 360,000 tested, 0.81% active | inhibition, % at 5 µM | AID 651636, 2012; in the data active = inhibition above about 38%;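 also: enzyme fragment complementation signal reports receptor beta-arrestin coupling in cells; 0% = agonist plus DMSO wells and 100% = wells without agonist; some results beyond the cut were filed as inactive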
Target sequence (P32249 whole entry, looked up, the tested form may be a part): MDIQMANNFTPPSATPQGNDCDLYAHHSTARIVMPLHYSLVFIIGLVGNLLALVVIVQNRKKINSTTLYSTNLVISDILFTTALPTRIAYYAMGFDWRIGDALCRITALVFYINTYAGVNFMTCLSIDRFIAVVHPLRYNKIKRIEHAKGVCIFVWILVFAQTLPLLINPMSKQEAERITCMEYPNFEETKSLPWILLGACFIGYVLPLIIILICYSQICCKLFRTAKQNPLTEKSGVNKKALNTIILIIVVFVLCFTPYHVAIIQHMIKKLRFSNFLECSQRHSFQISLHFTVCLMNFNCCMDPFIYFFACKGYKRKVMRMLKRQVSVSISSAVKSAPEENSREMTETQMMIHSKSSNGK
APJ antagonist = antagonists of human apelin receptor APJ, primary screen, CHO-K1 cells, beta-arrestin complementation, luminescence; inhibition, % at 20 µM; 330,000 tested, 0.32% active; AID 2521, 2010; P35414;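 active = inhibition above about 40% at 20 µM, limit read from the data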;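 also: cells challenged with 10 nM apelin-13 agonist together with compound; plate controls were apelin-13 plus DMSO wells for no effect and DMSO wells lacking apelin-13 for full effect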
CCR6 antag = CCR6 receptor antagonists, primary screen, cell-based, CHO-K1, luminescence, beta-arrestin, uHTS; C-C chemokine receptor type 6 (Homo sapiens), P51684; CHO-K1 CCR6 PathHunter beta-arrestin, CCL20-stimulated; inhibition, % at 20 µM; 340,000 tested, 0.49% active;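 active = compounds whose inhibition of the agonist-driven luminescence signal at 20 µM reaches about 50%, limit read from the data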;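 also: cells stimulated with CCL20 at 14 nM final; plate controls were DMSO with CCL20 for no effect and DMSO without agonist for full effect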
CXCR6 block = CXCR6 receptor inhibitors, primary screen, cell-based, beta-arrestin, luminescence, CHO-K1 PathHunter, 1536-well | inhibition, % at 20 µM | 360,000 tested, 0.36% active | C-X-C chemokine receptor type 6 (Homo sapiens), O00574; in the data active = inhibition above about 34%, passing the limit was not always enough;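 also: antagonist mode with CXCL16 agonist at 10 nM final; 0% = 10 nM CXCL16 with DMSO and 100% = unstimulated wells without agonist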
Target sequence (O00574 whole entry, looked up): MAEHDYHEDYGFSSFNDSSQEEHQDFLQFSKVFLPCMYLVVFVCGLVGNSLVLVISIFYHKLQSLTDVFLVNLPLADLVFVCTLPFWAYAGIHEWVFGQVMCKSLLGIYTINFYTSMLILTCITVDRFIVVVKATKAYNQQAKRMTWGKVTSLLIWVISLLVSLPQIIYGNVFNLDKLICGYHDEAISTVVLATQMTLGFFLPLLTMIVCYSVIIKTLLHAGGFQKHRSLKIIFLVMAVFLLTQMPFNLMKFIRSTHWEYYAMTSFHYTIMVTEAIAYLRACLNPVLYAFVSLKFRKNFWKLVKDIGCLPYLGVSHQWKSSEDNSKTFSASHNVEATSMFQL
* marks the source's active call; other numbers are inactive results; x = no result given.

entry	mol	ATG4B inhibitor	UBC13 inh	APJ agonist	CCR6 antag	CXCR6 block	EBI2 antag	APJ antagonist	Gli-Sufu antag
1	O=C(CN1C(=O)NC2(CCCC2)C1=O)Nc1ccccc1N1CCCCC1	-2.2	1.7	0.1	4.9	2.7	-10.4	15.4	-0.6
2	Cc1[nH]nc(SCC(=O)N2CCCC2)c1[N+](=O)[O-]	-9.2	-11.1	-7.2	5.1	-3.9	8.1	-7.9	-0.4
3	CC(=O)c1ccc(NC(=O)C2C3CCC(C3)C2C(=O)O)cc1 (centres undefined)	-5.4	-5.8	0.8	14.2	-0.4	-7.4	9.2	-0.7
4	O=C(CCc1ccccc1)NCc1ccccn1	-2.6	4.3	-1.7	-11.2	-3.8	-1.9	-4.6	0.3
5	O=C1CC(NNc2ccccc2)C(=O)N1c1ccc(N2CCCCC2)cc1 (centres undefined)	-11.5	x	x	-0.4	11.7	6.4	x	-6.5
6	O=C(O)C1C2CCC(C2)C1C(=O)Nc1ccccc1 (centres undefined)	13.0	-2.6	-1.7	5.2	0.3	-12.5	-18.1	6.1
7	CC(=O)OCC1OC(OCc2cn(C[C@H]3CC[C@@H]([C@@H]4CC[C@H](Cn5cc(COC6OC(COC(C)=O)C(OC(C)=O)C(OC(C)=O)C6OC(C)=O)nn5)O4)O3)nn2)C(OC(C)=O)C(OC(C)=O)C1OC(C)=O (some centres undefined)	-2.7	-2.8	-3.3	1.3	-7.2	-5.3	10.4	3.9
8	Cn1c([N+](=O)[O-])cnc1N1CCN(c2nncs2)C1=O	7.0	-3.8	-1.7	-3.1	-1.4	2.5	1.1	-2.6
9	O=C(COC(=O)c1cc[n+]([O-])cc1)Nc1cccc(F)c1	9.2	7.7	-2.3	7.4	-11.2	-3.5	1.1	-11.4
10	Cc1ccc(N(C)C(=O)CCS(=O)(=O)c2cc3c(cc2Cl)NC(=O)CO3)cc1	-13.7	2.1	-1.2	9.6	-5.4	0.2	-5.3	2.9
11	COc1ccc(/C=C/c2ccccc2)cc1[C@H]1[C@@H]2C=CCC[C@@]2(C)C(=O)N1Cc1ccccc1	0.3	-6.6	-1.6	16.4	13.3	29.8	22.7	24.0
12	Cn1c(=O)c2c(ncn2CC(=O)Nc2ccccc2)n(C)c1=O	-4.8	-5.9	-1.9	-1.8	-7.7	-12.1	-28.4	-1.0
13	S=C(NCCc1ccccc1)Nc1ccccc1N1CCOCC1	0.8	8.5	-4.1	7.6	3.6	-9.4	8.4	-4.7
14	FC(F)(F)c1ccc(CSc2nccn2-c2ccccc2)cc1	-1.7	1.7	-3.4	14.5	4.6	5.0	19.3	2.6
15	O=[N+]([O-])c1cc(Cl)ccc1N1CCCCC1	17.9	-17.5	-3.2	17.2	2.7	-8.9	15.9	18.1
16	COc1cccc2sc(NN)nc12	1.4	-1.4	-5.8	11.9	3.8	-4.5	-0.3	-4.4
17	COc1ccc(Br)cc1CN(C)C(=O)c1cc(Cl)c2c(c1)OCCO2	0.0	3.8	-5.0	16.9	10.4	-8.2	4.8	-2.9
18	COc1ccc(-c2csc(-n3ncc(-c4cccs4)c3N)n2)cc1	3.4	-5.8	-0.9	16.8	5.8	0.6	-7.8	-0.1
19	O=C(NCc1ccccn1)c1cn(-c2ccccc2)nc1-c1ccc(Cl)cc1	1.2	x	x	4.7	-0.7	15.1	x	1.9
20	CN(C)CCCNc1oc(-c2cccc(Cl)c2)nc1C#N	-1.9	6.3	-2.7	2.6	13.0	4.4	-7.0	-4.0

Reformatted field by field: four of the compounds above
16) COc1cccc2sc(NN)nc12
- ATG4B inhibitor: 1.4
- UBC13 inh: -1.4
- APJ agonist: -5.8
- CCR6 antag: 11.9
- CXCR6 block: 3.8
- EBI2 antag: -4.5
- APJ antagonist: -0.3
- Gli-Sufu antag: -4.4
17) COc1ccc(Br)cc1CN(C)C(=O)c1cc(Cl)c2c(c1)OCCO2
- ATG4B inhibitor: 0.0
- UBC13 inh: 3.8
- APJ agonist: -5.0
- CCR6 antag: 16.9
- CXCR6 block: 10.4
- EBI2 antag: -8.2
- APJ antagonist: 4.8
- Gli-Sufu antag: -2.9
18) COc1ccc(-c2csc(-n3ncc(-c4cccs4)c3N)n2)cc1
- ATG4B inhibitor: 3.4
- UBC13 inh: -5.8
- APJ agonist: -0.9
- CCR6 antag: 16.8
- CXCR6 block: 5.8
- EBI2 antag: 0.6
- APJ antagonist: -7.8
- Gli-Sufu antag: -0.1
19) O=C(NCc1ccccn1)c1cn(-c2ccccc2)nc1-c1ccc(Cl)cc1
- ATG4B inhibitor: 1.2
- UBC13 inh: x
- APJ agonist: x
- CCR6 antag: 4.7
- CXCR6 block: -0.7
- EBI2 antag: 15.1
- APJ antagonist: x
- Gli-Sufu antag: 1.9

Following part.
entry	mol	ATG4B inhibitor	UBC13 inh	APJ agonist	CCR6 antag	CXCR6 block	EBI2 antag	APJ antagonist	Gli-Sufu antag
21	O=C(/C=C/c1ccc([N+](=O)[O-])cc1)NNC(=O)C1CC1	-7.8	-20.6	-1.6	-11.0	-9.7	-10.3	-17.3	3.8
22	Cc1ccc(C)c(NC(=O)CSc2nnc(CCNC(=O)OC(C)(C)C)o2)c1	-1.2	1.7	-1.7	8.6	3.2	3.7	-3.3	-0.2
23	O=C(N/C(=C\c1cccc([N+](=O)[O-])c1)C(=O)N1CCCCC1)c1cccs1	17.2	-0.2	-4.9	3.9	-0.2	-4.2	21.7	4.8
24	Cc1ccc(-n2c(C)nnc2SCC(=O)N(C)C2CCS(=O)(=O)C2)cc1 (centres undefined)	-5.2	2.8	-2.4	3.8	-3.1	-11.2	-2.9	1.2
25	COc1cccc(NC(=O)N2CCOCC2)c1	-3.0	-1.1	-4.1	0.2	14.3	-14.0	27.1	1.9
26	O=C(Nc1ccccc1)c1csc(-c2ccccc2)n1	-2.1	7.8	-0.9	7.2	4.1	-9.7	-1.7	-2.2
27	Cc1cccc(-c2nnn(CC/C(N)=N/O)n2)c1	-6.9	-9.4	0.9	7.1	-6.2	-2.5	5.8	-17.0
28	COC(=O)N(C)CCCC1(C)C(=O)N(C)c2ccc(O)cc21 (centres undefined)	0.4	12.5	-1.0	6.8	3.7	-11.2	13.5	-3.6
29	CCC(C)[C@H](NC(=O)NCc1ccccc1Cl)C(=O)OC (some centres undefined)	12.7	1.1	-3.0	-2.9	12.4	-13.5	-0.2	0.7
30	Cc1cccc(NC(=O)[C@@H]2CCCN2S(=O)(=O)c2ccc(Cl)cc2)c1	-5.4	13.1	-3.2	14.2	-2.6	10.0	-6.6	1.0
31	CN(C)/C=C/c1onc(-c2ccccc2Cl)c1C#N	-3.5	-1.9	-4.1	16.5	6.3	4.8	2.4	-34.3
32	CCCNC(=O)c1ccc(N2CCC3(CC2)CC(c2ccc(Cl)cc2)=NO3)c([N+](=O)[O-])c1	-3.3	-14.9	4.3	14.4	1.5	1.5	0.0	0.9
33	CC(C)(CO)N=Cc1c(O)[nH]c2ccccc12	-1.2	-17.8	6.9	3.9	2.7	-9.2	-24.7	6.6
34	COC(=O)c1c(C)[nH]c(C(=O)OCC(=O)N(CC(C)C)c2c(N)n(Cc3ccccc3)c(=O)[nH]c2=O)c1C	-8.3	-1.5	-2.9	13.5	-11.8	-2.4	-0.2	-2.9
35	O=C(O)CCC1(C(=O)O)CCC(=O)c2ccccc21 (centres undefined)	-13.5	x	x	-0.3	-3.6	-0.7	x	8.1
36	Cn1c(COc2ccc(Cl)cc2)nnc1SCC(=O)Nc1ccc2c(c1)CCC2	-14.8	5.0	0.6	9.0	-4.4	10.5	1.0	2.1
37	COc1ccc(CCNCC(=O)Nc2ccc(OC(F)F)cc2)cc1	3.0	5.1	-2.2	16.8	-7.3	-10.0	-11.4	-8.0
38	CCC(=O)Nc1ccc(Cl)c(NC(=S)NC(=O)COc2ccccc2)c1	-17.9	2.8	-1.8	22.4	14.4	-12.2	17.3	-2.0
39	CCCN1CCN(S(=O)(=O)c2ccc3c(c2)CC(C)N3C(=O)C2CC2)CC1 (centres undefined)	9.0	-6.1	3.2	-11.8	-5.1	-3.9	12.1	8.5
40	NC1=NCC(O)=C1c1nc2ccccc2[nH]1	-3.3	0.9	-1.0	-2.7	-4.1	-9.1	-2.6	8.9
41	Nc1ncnc2c1ncn2[C@@H]1O[C@H](CN2CCCS2(=O)=O)[C@@H](O)[C@H]1O	x	5.8	-2.4	-7.3	-5.3	-16.9	-3.7	-10.6
42	CCOc1cc(N2CCOCC2)c(OCC)cc1NC(=O)CN1CCSC1=O	-64.6	-4.0	-2.6	-2.6	-4.6	-1.9	11.2	-5.8
43	Cc1cc(C)n2nc(CC(=O)NCc3ccccc3Cl)nc2n1	1.2	-7.5	-6.4	7.0	-11.3	-12.8	11.6	2.3
44	CCn1cc([N+](=O)[O-])c(C(=O)N2N=C(c3ccc(Cl)c(Cl)c3)CC2c2ccccc2O)n1 (centres undefined)	0.5	2.4	0.3	5.9	-1.2	11.2	3.1	1.2
45	COc1cc(NC(=O)CSc2nc3cc(C)ccc3cc2C)c(C(=O)O)cc1OC	9.8	-6.9	2.0	-9.0	1.3	-8.4	-28.0	-1.4
46	Cc1noc(C(=O)NC2CCCCC2)c1Cl	-1.9	-10.7	-2.4	-0.7	-5.6	-5.6	-13.1	-9.8
47	Cc1ccc(S(=O)(=O)NCCC(=O)Nc2ccc3c(c2)OCO3)cc1	2.6	-7.7	-4.7	16.8	1.5	3.9	10.3	-0.8
48	COc1ccc(NC(=O)c2ccc(NC(=O)CSc3nc(N)cc(=O)[nH]3)cc2)cc1	-5.2	4.3	-0.4	5.5	-1.1	7.3	-16.0	-8.0
49	COc1cc(S(=O)(=O)N2CCOCC2)cc(C(=O)NCC(c2cccs2)N2CCOCC2)c1OC (centres undefined)	-10.4	5.3	-1.5	-0.6	0.0	10.5	-1.5	1.1
50	CCOC(=O)c1ncn2c1C(=O)OC2(C)C	-5.5	6.3	-2.9	4.7	-6.3	-9.4	4.6	-0.3
51	Nc1nc(SCc2ccccc2Cl)ns1	-5.9	3.2	0.2	7.5	0.4	-4.8	-15.7	-29.8
52	O=C(Cn1cc(C(F)(F)F)ccc1=O)N/N=C/c1ccc(O)cc1	-6.0	-9.6	-2.8	-2.0	-3.5	7.0	4.4	0.3
53	CN(C(=O)COC(=O)c1ccc2c(c1)OCO2)C1CCCCC1	1.1	9.6	-0.4	11.6	1.7	-3.6	7.2	-5.2
54	O=C(O)C1CCCCC1C(=O)Nc1ccccn1 (centres undefined)	-9.3	0.6	3.8	7.8	-6.0	-15.9	6.3	4.0
55	O=C(NNC(=S)Nc1ccccc1)c1ccncc1	-0.6	2.4	-3.8	6.3	-3.2	-2.9	-5.1	-19.9
56	O=c1cc(-c2ccccc2)[nH]c2ccc(F)cc12	-1.1	x	x	-1.8	-0.8	-8.2	x	6.7
57	NC(=O)CC(NC(=O)c1ccccc1)c1ccc(NC2CCCCCCC2)c([N+](=O)[O-])c1 (centres undefined)	-0.5	-14.6	-3.1	22.4	17.6	4.7	15.7	46.0
58	CCN1CCN(S(=O)(=O)c2ccc(OC)c(NC(=O)c3ccccc3F)c2)CC1	-8.9	-4.2	-0.4	7.9	8.6	3.8	-1.6	7.7
59	CCC(C)(C)NC(=O)C(c1ccc(C)o1)N(Cc1ccc2c(c1)OCO2)C(=O)c1snc(C(N)=O)c1N (centres undefined)	-0.8	77.6*	1.6	20.1	10.4	24.7	21.5	-9.9
60	O=C(NCCNc1nccc(C(F)(F)F)n1)c1cccs1	-7.4	0.9	-5.2	-11.3	6.6	-7.3	3.1	-1.5
61	Cc1ccc(S(=O)(=O)Nc2ccc(Cl)cc2C(=O)c2ccccc2)cc1	-0.4	-23.4	-0.8	13.9	3.8	11.7	15.9	-4.3
62	O=C(NNC(=S)Nc1ccccc1)Nc1ccccc1	0.0	-3.2	-3.0	53.6*	71.2*	-2.0	43.0*	-3.2
